# Source: PubChem BioAssay (National Center for Advancing Translational Sciences (NCATS))
# TRHR ag – TRH receptor (human) agonism; P34981; TRHR cells, calcium flux fluo-8, FDSS agonist mode; activation, % at 2 µM; 360,000 tested, 0.18% active; in the data active = activation above about 30%; also: 0% is about no effect
# Target sequence (P34981 whole entry, looked up): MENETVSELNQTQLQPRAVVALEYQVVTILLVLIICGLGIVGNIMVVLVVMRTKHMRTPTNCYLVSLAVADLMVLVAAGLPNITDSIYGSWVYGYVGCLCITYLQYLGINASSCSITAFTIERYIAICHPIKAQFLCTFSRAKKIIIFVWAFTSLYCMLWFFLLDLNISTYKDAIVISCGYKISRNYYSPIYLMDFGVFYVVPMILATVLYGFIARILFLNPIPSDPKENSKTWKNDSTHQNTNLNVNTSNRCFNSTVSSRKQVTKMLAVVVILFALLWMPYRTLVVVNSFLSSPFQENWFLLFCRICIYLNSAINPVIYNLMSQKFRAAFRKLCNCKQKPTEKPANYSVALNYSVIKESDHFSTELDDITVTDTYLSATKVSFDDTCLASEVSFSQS
#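 Steps: seed TRHR cells overnight; add fluo-8 no-wash Ca dye, RT 30 min–1.5 h; record 10 s baseline; pin-transfer compounds; monitor fluorescence 1 cycle/s for the agonist window. Calcium increases flag candidate agonists.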
# D2 agonist – agonists of human D2 dopamine receptor | HEK293 T-REx D2 cells, calcium flux agonist mode | 340,000 tested, 0.53% active | AID 485358 | P14416 | activation, % at 2 µM;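 active = activation over 3 SD above normal in the single-dose calcium agonist read, cut at about 30% in these data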; also: 0% is about no effect
# Target sequence (P14416 whole entry, looked up): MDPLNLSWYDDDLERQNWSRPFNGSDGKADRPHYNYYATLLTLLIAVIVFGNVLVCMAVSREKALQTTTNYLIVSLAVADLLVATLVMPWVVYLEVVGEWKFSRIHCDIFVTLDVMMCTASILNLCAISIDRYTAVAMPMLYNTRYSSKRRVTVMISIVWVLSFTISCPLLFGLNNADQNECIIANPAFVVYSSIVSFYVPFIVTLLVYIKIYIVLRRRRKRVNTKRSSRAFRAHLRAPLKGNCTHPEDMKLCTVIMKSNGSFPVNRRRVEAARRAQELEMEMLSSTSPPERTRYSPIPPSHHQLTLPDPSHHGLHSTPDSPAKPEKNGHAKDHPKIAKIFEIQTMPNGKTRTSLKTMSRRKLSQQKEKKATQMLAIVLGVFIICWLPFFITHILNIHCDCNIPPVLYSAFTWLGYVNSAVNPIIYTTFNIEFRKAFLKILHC
#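 Calcium-flux readout, 1 cycle/sec over 180 s following compound pin transfer, in inducible HEK293 Trex D2 cells (force-coupled); dopamine controls included. Positive calcium responses during this window marked compounds as potential agonists.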
# IDH1 R132H inh – inhibitors of human mutant IDH1 R132H. O75874. IDH1-R132H enzyme, NADPH consumption, diaphorase/resazurin fluorescence. Potency, µM (series often up to 76.6 µM), for inactives: top-dose activity change, negative = inhibition, actives largely listed as inhibitors. 390,000 tested, 0.093% active. AID 602179; also: potency is read from the fitted curve at half-maximal effect; % is scaled to controls: 0 for no effect and ±100 for the full control effect; nearly all actives have a fitted effect of over 65% in size
#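 IDH1-R132H (0.5 ug/mL) preincubated 30 min with compound, then NADPH (0.016 mM) and alpha-KG (2 mM) added; 80 min at RT, pH 7.5. Remaining NADPH coupled via diaphorase/resazurin to fluorescence (540/590 nm); concentration-response curves normalized to no-enzyme control.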
# TRHR enhancer – TRH receptor (human) allosteric enhancement; TRHR cells, fluo-8 calcium fluorescence, EC20 TRH enhancement; enhancement, % at 2 µM; 360,000 tested, 0.66% active; in the data active = enhancement above about 30%; also: 0% is about no effect
#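 TRHR-expressing cells loaded with fluo-8 calcium dye were read kinetically (ex 480/em 530) during compound addition, then stimulated with an EC20 of TRH (10 nM final). Enhancement of the Gq-mediated intracellular calcium response was scored.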
# USP1-UAF1 inh – USP1/UAF1 (human) deubiquitinase inhibition; recombinant USP1/UAF1, Ub-Rhodamine cleavage fluorescence; Potency, µM (titrated, usually from 57.1 µM), for inactives: top-dose activity change, negative = inhibition, hits mostly inhibitors; AID 743255; 390,000 tested, 0.23% active; O94782; also: potency is read from the fitted curve at half-maximal effect; % is scaled to controls: 0 for no effect and ±100 for the full control effect; nearly all actives have a fitted effect of over 60% in size; inactives centre near -12
#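 High-throughput fluorogenic screen: 1nM USP1/UAF1 complex, Ub-Rho substrate 150nM final, 50mM HEPES pH 7.8 with 0.5mM EDTA, 0.1 mg/ml BSA, 1mM TCEP and 0.01% Tween-20.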
# TrxR1 inh – blocks rat thioredoxin reductase 1; Potency, µM (titrated, usually from 114 µM), for the others: at the highest dose activity change, negative = inhibition, usual class: inhibitors; AID 588453; O89049; recombinant rTrxR1, NADPH fluorescence consumption, selenite substrate; 390,000 tested, 1% active; also: potency is read from the fitted curve at half-maximal effect; % is scaled to controls: 0 for no effect and ±100 for the full control effect; nearly all actives have a fitted effect of over 65% in size
#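 Rat TrxR1 (90 nM in the dispensed reagent) was pre-reduced with 400 uM NADPH for 5 min at room temperature, then incubated with compound for 15 min. After 400 uM selenite was added, NADPH fluorescence (Ex 340/Em 450 nm) was followed for 8 min.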
# Pin1 inh – human Pin1 inhibition; Q13526; Pin1 FP peptide displacement, HiFluor488, 10 min; Potency, µM (series often up to 115 µM), for the others: top-dose activity, negative = inhibition, most hits filed as inhibitors; 390,000 tested, 0.009% active; AID 504891; active = well fitted inhibition curve with a large enough effect in the polarisation, with a control signal flat, not every such curve was filed as active; inconclusive = small, poorly fitted or top-dose-only effect, or effect the other way, or a change in a side signal; inactive = no such curve, though single readings can be large or run the other way; the % refers to the polarisation; also: potency is read from the fitted curve at half-maximal effect; % is scaled to controls: 0 for no effect and ±100 for the full control effect
# Target sequence (Q13526 whole entry, looked up): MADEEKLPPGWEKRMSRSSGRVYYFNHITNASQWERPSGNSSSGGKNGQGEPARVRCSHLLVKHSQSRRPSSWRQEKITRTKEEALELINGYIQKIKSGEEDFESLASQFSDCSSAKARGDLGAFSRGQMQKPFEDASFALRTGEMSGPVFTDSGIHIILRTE
# TrxR1 substrate – substrates of rat thioredoxin reductase 1; Potency, µM (highest dose often 114 µM), for the others: at the highest dose activity change, negative = substrate turnover; 390,000 tested, 0.01% active; AID 588456; O89049; purified TrxR1 substrate turnover, NADPH consumption readout; also: potency is read from the fitted curve at half-maximal effect; % is scaled to controls: 0 for no effect and ±100 for the full control effect; nearly all actives have a fitted effect of over 50% in size
#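 Rat TrxR1, dispensed at 90 nM, was prereduced with 400 uM NADPH (final) for 5 min at ~22 deg C, then incubated with compound 15 min before 400 uM selenite. A first-read NADPH fluorescence drop versus no-compound background flagged substrates.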
# D2 antagonist – D2 dopamine receptor (human) antagonism; HEK293 TREx D2 cells, calcium flux, dopamine EC80; inhibition, % at 10 µM; 340,000 tested, 2% active; in the data active = inhibition above about 30%; also: 0% is about no effect
#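 Read-out: kinetic calcium fluorescence (1 cycle/s) in inducible HEK293 T-REx D2 cells after an EC80 dopamine addition that followed 180 s compound preincubation. Loss of the dopamine response indicates antagonism.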
# An asterisk follows results filed as active; ? = inconclusive; / = no result given; & = joins results of further samples; [ ] = remark or other dose. Unless noted, calls follow the shape of the dose curve; as a rule, active = well fitted inhibition curve with a large enough effect; inconclusive = small, poorly fitted or top-dose-only effect; inactive = no such curve, though single readings can be large or run the other way.
smiles	TRHR ag	D2 agonist	IDH1 R132H inh	TRHR enhancer	USP1-UAF1 inh	TrxR1 inh	Pin1 inh	TrxR1 substrate	D2 antagonist
Cc1cc(=O)oc2cc(N3C(=O)CC(Cc4ccccc4)C3=O)ccc12 (stereo not given)	0.0	0.4	0.0%	3.0	-14.8%	14.1%	-3.1%	10.8%	-4.1
O=[N+]([O-])c1ccccc1Nc1ccccc1[N+](=O)[O-]	/	/	5.2%	/	-22.3%	10.7%[11.4 µM]	-11.2%	-6.2%[57.1 µM]	/
CN(Cc1c(C(=O)N/N=C/c2ccccc2)nnn1-c1nonc1N)c1ccccc1	-1.4	0.6	-6.1%	0.1	0.0%	0.4%[57.1 µM]	0.1%	-1.4%[57.1 µM]	-13.4
COc1cccc(-c2csc(N3CCN(C(=O)Nc4ccc(Cl)cc4)CC3)n2)c1	0.7	0.0	-2.6%	2.3	-18.6%	3.8%	71.3%[activator]	2.0%	-1.2
Cc1ccc(CNC(=O)c2ccc(C#CC(C)(C)O)s2)cc1	0.1	/	-5.5%	7.8	-0.1%	0.5%[57.1 µM]	6.5%	1.4%[57.1 µM]	/
COC(=O)CN1C(=S)N(c2ccc(OC)cc2)C(=O)/C1=C/c1cccs1	-0.6	-0.1	-1.1%	-1.1	-10.5%	1.8%	-3.0%	-6.2%	7.5
CCOC(=O)N1CCN(C(=O)CN(c2cccc(Cl)c2)S(=O)(=O)c2ccccc2)CC1	0.3	1.1	-0.8%	-25.4	-11.5%	-26.4%	1.3%	-10.1%	/
CN(CC(=O)Nc1ccc(N2CCOCC2)cc1)C(=O)COc1ccccc1F	0.7	-0.1	-8.7%	3.4	-7.0%	22.5%	-5.2%	0.7%	-1.9
CN(CCO)Cc1csc2ccc(Br)cc12	0.0	-0.5	-1.3%	-5.3	-19.1%	8.7%[57.1 µM]	4.9%	5.8%[57.1 µM]	4.5
CCOc1ccc(CNC(=O)CCS(=O)(=O)Cc2ccccc2C)cc1OC	0.1	1.7	2.9%	4.5	-17.1%	8.1%	2.1%	3.5%	14.4
O=C(NNC(=O)C1CCN(Cc2ccc(F)cc2Cl)CC1)Nc1ccc([N+](=O)[O-])cc1	0.3	/	12.7%	-2.0	-9.3%	1.7%	-1.4%	0.9%	/
COc1ccc(OCCCC(=O)OC(C)C(=O)Nc2cccc(C(C)=O)c2)cc1 (stereo not given)	2.2	-0.8	8.3%	1.0	-7.6%	23.2%	-0.4%	2.8%	-8.5
CCN(CC)c1ccc(/C=N/NC(=O)c2cnccn2)cc1	0.1	-0.4	-4.7%	6.0	-18.0%	0.4%[57.1 µM]	5.2%	-10.9%	1.2
CCOc1ccc(NC(=O)CN2CCN(CC(=O)Nc3ccc4c(c3)OCO4)CC2)cc1	-0.5	0.5	2.1%	9.7	-11.9%	9.8%[57.1 µM]	6.9%	-9.2%	13.9
COC(=O)[C@@]1(Cc2ccccc2)[C@H]2C(=O)N(Cc3ccccc3)C(=O)[C@H]2[C@H]2CN(C)C(=NCc3ccccc3)N21	/	/	-12.2%	/	-7.8%	-25.0%	2.2%	1.7%	/
COC(=O)CCC(C)C1CCC2C3CCC4CC(O)CCC4(C)C3=CC(=O)C12C (stereo not given)	/	/	5.8%	/	-5.9%	-2.0%	3.6%	6.0%[57.1 µM]	/
CN(C)c1cccc(C(=O)NNC(=S)NC2CCCC2)c1	-0.5	-1.1	7.2%	-2.8	-20.9%	-6.7%	-0.8%	-1.1%	-18.7
O=C(NCC(=O)N1CCCCCCC1)c1ccccc1Br	-0.1	0.2	9.4%	2.9	-20.9%	5.8%	-13.8%	-2.4%	5.2
O=C(NC(=S)Nc1cc(Cl)ccc1N1CCOCC1)c1ccc(-c2cccc(Cl)c2)o1	0.1	0.8	-1.7%	-1.6	-15.9%	2.5%	-4.4%	-8.2%	-0.8
CCCCn1c(N)c(N(CCOC)C(=O)c2ccc(N3C(=O)CCC3=O)cc2)c(=O)[nH]c1=O	0.4	-0.1	-0.3%	-7.6	-19.2%	9.7%	-3.5%	5.9%	14.6
O=C(NCc1cc2ccccc2[nH]1)C1CCC(=O)N(CCCN2CCCC2=O)C1 (stereo not given)	0.7	-0.1	7.9%	2.6	-24.9%	?	?	1.7%	-9.9
CC1CN(S(=O)(=O)c2ccc(-c3nc4ccccc4s3)cc2)CC(C)O1 (stereo not given)	3.1	1.8	-0.5%	-4.0	-1.7%	22.0%	-13.2%	7.2%	-2.7
CCN(c1ccccc1)S(=O)(=O)c1cc(C(=O)O)ccc1C	-0.3	0.2	5.3%	0.3	-13.3%	-12.1%	-0.3%	-6.8%	-22.3
CCc1nc(C)ccc1OC(=O)C12CC3CC(CC(C3)C1)C2	0.6	0.0	8.9%	-11.8	-16.2%	-21.4%	2.4%	-9.8%	2.7
COc1ccc(C(CNC(=O)c2cccc(S(=O)(=O)N3CCOCC3)c2)N2CCOCC2)cc1 (stereo not given)	/	/	7.8%	/	-14.0%	-6.3%	-0.6%	-2.3%	/
COc1ccc2oc(=O)c(C(=O)N3CCN(C(=O)c4ccco4)CC3)cc2c1	-0.1	-2.8	9.4%	-0.5	-23.4%	-54.6%	-1.2%	38.9%[activator][57.1 µM]	2.4
CN(C)CCN=c1cc(-c2ccccc2)oc2ccc(Cl)cc12	-1.6	-0.4	0.7%	-0.5	-19.9%	17.8%[57.1 µM]	-2.1%	6.0%[57.1 µM]	3.9
O=C(CCNC(=O)N1CC(=O)Nc2ccccc21)NCc1ccc(F)cc1	0.0	-0.1	12.0%	-3.9	-17.4%	5.9%	-6.8%	2.7%	51.6*
Cn1cnc([N+](=O)[O-])c1Sc1ccccc1	-1.0	-2.2	2.0%	3.7	-10.9%	?	-6.3%	4.8%	-3.7
O=C(Nc1ccccc1)c1cnc2ccccc2n1	-0.1	-7.8	2.6%	2.0	-8.2%	-7.6%	-0.1%	-4.2%	-4.8
Cc1nc2scc(C)n2c(=O)c1S(=O)(=O)Nc1ccc(N2CCOCC2)cc1	0.8&0.9	0.1&0.5	9.9%&-9.0%	8.9&-2.3	-11.3%&-21.5%	6.4%&2.7%	-5.2%&-0.2%	-5.7%&-4.6%	1.0
COc1ccc(NC(=O)CN(C)C(=O)c2cccc(S(=O)(=O)N3CCN(C)CC3)c2)cc1	0.0	-0.1	4.9%	-2.9	-5.9%	7.7%	-7.7%	-1.7%	6.4
O=C(Nc1ccc(N2CCOCC2)cc1)c1ccc([N+](=O)[O-])o1	0.7	0.8	3.0%	4.8	-23.6%	-22.6%	7.7%	-6.5%	-7.5
COc1cc(/C=N/NC(=O)c2cccc([N+](=O)[O-])c2)cc(OC)c1O	0.6	-0.4	9.8%	6.0	-21.9%	-11.6%	-5.9%	-13.1%	-0.9
CN1C(=O)C(=O)N(c2cccc(C(F)(F)F)c2)C1=O	/	/	4.7%	/	-15.1%	25.1%[57.1 µM]	-0.4%	-13.8%[57.1 µM]	/
Cc1nn(C)cc1S(=O)(=O)N1CCCC(C(=O)O)C1 (stereo not given)	-2.0	-1.8	-15.0%	-3.4	-10.9%	18.9%	0.2%	5.9%	-15.1
Cc1cc(/C=C2\C(=N)N3N=C(C(C)C)SC3=NC2=O)c(C)n1Cc1ccccc1	1.2	6.0	0.4%	-2.6	-23.7%	12.0%[11.4 µM]	-5.9%	8.0%[11.4 µM]	8.2
O=C(CN(c1ccc(Cl)c(Cl)c1)S(=O)(=O)c1ccccc1)N1CCc2ccccc2C1	-0.2	0.4	8.8%	0.9	-24.7%	19.4%[57.1 µM]	1.1%	-22.0%[57.1 µM]	-8.2
C=CC[C@@H](CC(=O)N[C@@H](CO)Cc1ccccc1)C(=O)N[C@H](COC(=O)[C@@H](CC=C)CC(=O)OC(C)(C)C)Cc1c[nH]c2ccccc12	/	/	-5.0%	/	-13.7%	7.6%	0.8%	-14.0%	/
O=[N+]([O-])/C(C(Cl)=C(Cl)Cl)=C1\Nc2ccccc2O1	0.2	0.4	-6.1%	6.8	0.8%	?	2.4%	1.5%[57.1 µM]	17.4
CCc1nnc(SCC(=O)Nc2ccc(N3CCOCC3)cc2)n1C	0.7	0.3	0.7%	-1.0	-9.3%	3.8%	?	-0.6%	15.8

# Whole records as entered above.
# `CN1C(=O)C(=O)N(c2cccc(C(F)(F)F)c2)C1=O` as listed: TRHR ag = /; D2 agonist = /; IDH1 R132H inh = 4.7%; TRHR enhancer = /; USP1-UAF1 inh = -15.1%; TrxR1 inh = 25.1%[57.1 µM]; Pin1 inh = -0.4%; TrxR1 substrate = -13.8%[57.1 µM]; D2 antagonist = /
# `Cc1nc2scc(C)n2c(=O)c1S(=O)(=O)Nc1ccc(N2CCOCC2)cc1` as listed: TRHR ag = 0.8&0.9; D2 agonist = 0.1&0.5; IDH1 R132H inh = 9.9%&-9.0%; TRHR enhancer = 8.9&-2.3; USP1-UAF1 inh = -11.3%&-21.5%; TrxR1 inh = 6.4%&2.7%; Pin1 inh = -5.2%&-0.2%; TrxR1 substrate = -5.7%&-4.6%; D2 antagonist = 1.0
# `Cc1nn(C)cc1S(=O)(=O)N1CCCC(C(=O)O)C1` (stereo not given) as listed: TRHR ag = -2.0; D2 agonist = -1.8; IDH1 R132H inh = -15.0%; TRHR enhancer = -3.4; USP1-UAF1 inh = -10.9%; TrxR1 inh = 18.9%; Pin1 inh = 0.2%; TrxR1 substrate = 5.9%; D2 antagonist = -15.1

# This is a subset. The share of hits here may be higher or lower than overall.
